# High-throughput results: PubChem BioAssay, Johns Hopkins Ion Channel Center
# TRPC4 PAM = TRPC4 (mouse) allosteric potentiation. HEK293 TRPC4beta/mu-opioid, DAMGO EC20, Fluo-4 Ca2+ flux; stronger effect = higher value. Q9QUQ5. B-score at 10 µM. hit rate 0.42% among 310,000;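 active = B-score of calcium response area above 5 SD of library B-scores, with initial fluorescence ratio within 5 SD of library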;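 note: B-score of integrated fluorescence ratio over time as area under calcium response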
# ANO1 block = blocks the mouse calcium-activated chloride channel TMEM16A | Q8BHY3 | HEK293 TMEM16A/YFP iodide influx fluorescence, ionomycin | normalized B-score (activity score, 25-100; higher = stronger inhibition) at 10 µM | hit rate 1.2% among 310,000 | AID 588511;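 active = ratio plate-corrected score three or more library SD toward inhibition, starting fluorescence score within five deviations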;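 note: score derived from kinetic fluorescence span divided by baseline fluorescence per well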
# TRPC6 inh = mouse TRPC6 channel inhibition; B-score at 10 µM; HEK293-TRPC6, membrane potential dye, ACh-evoked depolarization; stronger effect = lower value; hit rate 1.1% among 310,000; AID 2553;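 active = B-score under library mean minus 3 SD, initial fluorescence not abnormally high, positive integrated signal ratio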;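 note: B-score derived from integrated fluorescence ratio over the kinetic read; more negative B-score means stronger inhibition of depolarization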
# TRPC6 act = mouse TRPC6 channel activation; Q61143; HEK293-TRPC6 membrane potential dye fluorescence; stronger effect = higher value; B-score at 10 µM; hit rate 0.13% among 310,000; AID 2550;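 active = B-score of the integrated fluorescence ratio above library mean plus 3 SD, and starting fluorescence ratio within library mean plus 5 SD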;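 note: higher score means more depolarization so channel activation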
# TRPC4 block = TRPC4 (mouse) channel inhibition. Q9QUQ5. B-score at 10 µM. AID 2247. hit rate 0.39% among 300,000. HEK293 TRPC4beta/mu-opioid, DAMGO-evoked Fluo4 calcium flux; stronger effect = lower value;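 active = B-score over 3 SD under the library average, no early fluorescence shift, positive overall ratio signal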
#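 Assay system: HEK293 cells with stable TRPC4beta plus mu-opioid receptor expression. Dosing: single dose. Measured by: Fluo4 Ca2+ flux fluorescence. Also added: DAMGO in two steps, submaximal then maximal. Read-out: B score from integrated Fluo4 fluorescence ratio.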
# TRPC4 agonist = activators of mouse TRPC4 channel | Q9QUQ5 | HEK293 TRPC4beta/mu-opioid, Fluo4 calcium fluorescence; stronger effect = higher value | B-score at 10 µM | hit rate 0.49% among 310,000 | AID 2237;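 active = B-score above 5 SD of library B-scores, and initial fluorescence ratio not above library mean plus 5 SD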;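 note: positive B-score marks a calcium rise read as TRPC4 activation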
#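 Material: TRPC4beta and mu-opioid receptor HEK293 stable cells | Incubation: 45 min room-temperature Fluo4 loading, 110 s read | Detection: Kinetic Fluo4 calcium fluorescence | Measure: Integrated baseline-normalised fluorescence ratio, converted to per-well B score | Benchmarks: Low control buffer alone, high control maximal DAMGO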
# MrgX1 agonist = activates human MrgX1 receptor signaling; Q96LB2; MrgX1-HEK293 cells, Fluo-4 calcium fluorescence, agonist mode; stronger effect = higher value; B-score at 10 µM; hit rate 0.44% among 310,000;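 active = calcium response B-score plate-corrected fluorescence ratio at least 3 library SD, with starting fluorescence B-score inside 5 SD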
# Target sequence (Q96LB2 whole entry, looked up): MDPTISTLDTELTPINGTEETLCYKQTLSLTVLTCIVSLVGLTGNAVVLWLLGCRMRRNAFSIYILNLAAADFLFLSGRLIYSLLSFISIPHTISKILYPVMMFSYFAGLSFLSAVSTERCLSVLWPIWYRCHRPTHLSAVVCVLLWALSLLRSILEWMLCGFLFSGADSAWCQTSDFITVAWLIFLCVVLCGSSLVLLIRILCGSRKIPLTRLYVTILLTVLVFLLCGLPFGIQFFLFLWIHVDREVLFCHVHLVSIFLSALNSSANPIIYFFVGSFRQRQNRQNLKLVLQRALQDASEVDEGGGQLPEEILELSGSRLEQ
#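 System: HEK293 cells stably expressing human MrgX1 receptor; Dosing: test compound in the initial addition of three; Schedule: overnight plating, then 30 min 37 °C plus 30 min room-temperature dye loading; Detection: kinetic calcium dye fluorescence, Fluo-4 NW; Controls: per-plate positive and negative controls for Z′ factor.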
# TMEM16A act = activators or potentiators of mouse TMEM16A chloride channel. B-score at 10 µM. HEK293 TMEM16A/YFP-H148Q/I152L, iodide quench fluorescence; stronger effect = lower value. hit rate 0.3% among 340,000;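 active = fluorescence-ratio B-score plate-corrected deviation score at least 3 library SD below zero, with starting fluorescence score within 5 deviations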;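 note: channel opened by trigger with iodide after compound preincubation; score built on the fluorescence ratio of max minus min over baseline; more negative score means more quench and so TMEM16A activation or potentiation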
# RGS4 block = inhibitors of human RGS4; P49798; HEK293 M3R/RGS4 inducible, Fluo-4 calcium flux; stronger effect = higher value; triggered by carbachol at its EC20; B-score at 10 µM; hit rate 0.45% among 310,000; AID 463165;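 active = B-score, a plate-corrected calcium signal, over three deviations above library mean, with baseline fluorescence within five deviations of library mean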;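 note: RGS4 expression induced by doxycycline in cells with stable M3 receptor; B-score is computed from the integrated fluorescence ratio over baseline after carbachol; higher B-score means a larger calcium signal and so more RGS4 inhibition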
# Target sequence (P49798 whole entry, looked up): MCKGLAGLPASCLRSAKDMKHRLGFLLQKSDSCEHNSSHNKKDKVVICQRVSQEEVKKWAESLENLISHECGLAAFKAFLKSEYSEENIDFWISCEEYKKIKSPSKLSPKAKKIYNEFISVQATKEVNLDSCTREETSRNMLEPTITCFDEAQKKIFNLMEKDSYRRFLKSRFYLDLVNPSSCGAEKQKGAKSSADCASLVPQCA
# MrgX1 antagonist = human MrgX1 receptor antagonism, primary screen; Q96LB2; MRGX1-HEK293 calcium flux, Fluo-4, BAM8-22 antagonism; stronger effect = lower value; B-score at 10 µM; hit rate 1.3% among 310,000; AID 588676;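 active = calcium-response B-score plate-corrected more than 3 library SD below zero, starting fluorescence within 5 deviations, no agonist response on first addition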;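 note: peak minus trough fluorescence over baseline after final BAM8-22 challenge near maximal dose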
# MrgX1 PAM = allosterically activates human MrgX1 receptor signaling | MrgX1-HEK293, Fluo-4 calcium flux, FDSS; stronger effect = higher value | B-score at 10 µM | hit rate 0.63% among 310,000;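 active = plate-corrected calcium response at least 3 library SD above typical, normal starting fluorescence, not activating the receptor alone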;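 note: compound read alongside a low EC10 to EC30 dose of BAM8-22 agonist; peak minus trough fluorescence over baseline measured at the second addition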
# * marks the source's active call; other numbers are inactive results; i = inactive; x = not tested or not shown.
SMILES,TRPC4 PAM,ANO1 block,TRPC6 inh,TRPC6 act,TRPC4 block,TRPC4 agonist,MrgX1 agonist,TMEM16A act,RGS4 block,MrgX1 antagonist,MrgX1 PAM
O=C(CCl)NCCNC(=O)c1cc(OCC(F)(F)F)ccc1OCC(F)(F)F,i,i,i,i,i,i,i,i,i,i,i
COC(=O)Cn1c(=NC(=O)c2ccc(Cl)s2)sc2cc(F)ccc21,i,i,i,i,i,i,i,i,i,i,i
COC(=O)c1cc(C(=O)OC)n(Cc2ccc(F)cc2)c1C,i,i,i,i,i,i,i,i,i,i,6.53*
COc1ccccc1Oc1cn[nH]c1-c1ccc(OCC(=O)NN)cc1O,i,i,i,i,i,i,i,i,i,i,i
CC(=O)Nc1ccc(CN2CCCC(CO)(Cc3cccc(Cl)c3)C2)cc1 (configuration not stated),i,i,i,i,i,i,i,i,i,i,i
Cc1cc(NC(=O)/C=C/c2ccc(F)cc2)n(-c2nc3ccccc3[nH]2)n1,i,i,i,i,i,i,i,i,i,i,i
CN=c1scc(-c2ccc([N+](=O)[O-])cc2)n1/N=C/c1ccco1,i,i,i,i,i,i,i,i,i,i,i
O=C(NC1CCCC1)C(c1ccccc1F)N(C(=O)c1csnn1)c1ccccc1 (configuration not stated),i,x,i,i,i,i,x,i,i,x,x
Cc1ccc(C(=O)/C=C/c2c(C)nn(-c3ccccc3)c2Cl)cc1,i,x,i,i,i,i,x,i,i,x,x
COc1ccccc1/C=N/NC(=O)CCn1cnc2ccccc21,i,i,i,i,i,i,i,i,i,i,i
CC(C(=O)NCCS(=O)(=O)c1ccc(Cl)cc1)S(=O)(=O)c1ccc(Cl)cc1 (configuration not stated),i,i,i,i,i,i,i,i,i,i,i
O=C(Nc1ccccc1-c1nc2ccccc2[nH]c1=O)c1cccs1,i,i,i,i,i,i,i,i,i,i,i
CCCCc1ccc(-c2csc(/C(C#N)=C\c3ccco3)n2)cc1,i,i,i,i,i,i,i,i,i,i,i
CCCc1cc(=O)oc2cc(OCC(=O)NCCCN3CCOCC3)c(Cl)cc12,i,i,i,i,i,i,i,i,i,i,i
CCOc1cc(C)ccc1OCc1nnc(SCC(=O)Nc2cccc(C(=O)O)c2)n1-c1ccccc1,i,i,i,i,i,i,i,i,i,i,i
Nc1nc(N)c(N=Nc2ccc(Cl)cc2)c(=O)[nH]1,i,i,i,i,i,i,i,i,i,i,i
Cc1ccc(OCCn2c(=O)n(C)c3ccccc32)cc1,i,i,i,i,i,i,i,i,i,i,i
COc1ccccc1N(CC(=O)NCc1ccco1)C(=O)CCC(=O)Nc1ccccn1,i,i,i,i,i,i,i,i,i,i,i
COc1ccc(C2c3c(oc4ccccc4c3=O)C(=O)N2CC2CCCO2)cc1 (configuration not stated),i,i,i,i,i,i,i,i,i,i,i
CCc1nnc(NS(=O)(=O)c2ccc(NC(=O)CCC(=O)O)cc2)s1,i,i,i,i,i,i,i,i,i,i,i
Cc1ccc(NC(=O)COC(=O)c2ccc(Cl)cc2)cc1S(=O)(=O)N(C)C,i,i,i,i,i,i,i,i,i,i,i
O=C1c2ccccc2NC(c2ccccc2F)N1NS(=O)(=O)c1ccccc1 (configuration not stated),i,i,i,i,i,i,i,i,i,i,i
C=CCn1cnc2scc(-c3ccccc3)c2c1=O,i,i,i,i,i,i,i,i,i,i,i
COc1ccc(C2C(C(=O)c3ccco3)=C(O)C(=O)N2CCCn2ccnc2)c(OC)c1 (configuration not stated),i,i,i,i,i,i,i,i,i,i,i
CC(C)CNC(=O)C(=O)NCC1CCCN1S(=O)(=O)c1cccs1 (configuration not stated),i,i,i,i,i,i,i,i,i,i,i
N#CC1=C(N)N2C(=C(C#N)C1c1cccc(Br)c1)Nc1ccccc12 (configuration not stated),i,i,i,i,i,i,i,i,i,i,i
Cc1cc(S(=O)(=O)N2CCCCC2CCNC(=O)C(=O)NC2CC2)ccc1F (configuration not stated),i,i,i,i,i,i,i,i,i,i,i
O=c1[nH]c2ccccc2s1,i,i,i,i,i,i,i,i,i,i,i
CC(=O)C1=C(C)NC(C)=C(C(C)=O)C1c1cccs1,i,i,i,i,i,i,i,i,i,i,i
Cc1ccc(C)c(S(=O)(=O)N2CCCOC2CNC(=O)C(=O)NCCCn2ccnc2)c1 (configuration not stated),i,i,i,i,i,i,i,i,i,i,i
CCOCCc1nnc(NC(=O)c2cc(OC)c(OC)cc2[N+](=O)[O-])s1,i,i,i,i,i,i,i,i,i,i,i
CCc1cc(C(=O)N2CCCC(CNC(=O)c3ccc(-c4ccccc4)cc3)C2)no1 (configuration not stated),i,i,i,i,i,i,i,i,i,i,i
Cc1ccc(OCc2cc(C(=O)NCC(C)c3ccccc3)no2)cc1C (configuration not stated),i,i,i,i,i,i,i,i,i,i,i
COc1c2n(C)ccc3c-2n(c(=O)c1=O)c1ccccc31,i,i,i,i,i,i,i,i,i,i,i
Cc1cc(C)cc(NC(=O)COc2coc(CN3CCN(c4ccccc4)CC3)cc2=O)c1,i,i,i,i,i,i,i,i,i,i,i
CCc1cc2c(Nc3ccccc3O)nc(C)nc2s1,i,i,i,i,i,i,i,i,i,i,i
COc1cccc(C(=O)N2CCCc3ccccc32)c1,i,i,i,i,i,i,i,i,i,i,i
O=C(N/N=C/c1ccc2c(c1)OCO2)c1cc2ccccc2o1,i,i,i,i,i,i,i,i,i,i,i
COc1ccc(-n2c(CN3CCOCC3)nc3ccc([N+](=O)[O-])cc3c2=O)c(OC)c1,i,i,i,i,i,i,i,i,i,i,i
N#C/C(=C/c1ccncc1)c1nc2ccccc2s1,i,i,i,i,i,i,i,i,i,i,i
CC(C)COc1ccc(-c2nn(-c3ccccc3)cc2CO)cc1,10*,i,i,i,i,i,i,i,i,i,i
COc1ccc2cc3cc(C(=O)NCc4ccccn4)oc3nc2c1,i,i,i,i,i,i,i,i,i,i,i
O=C1CSc2ccc(S(=O)(=O)NCc3ccccc3)cc2N1,i,i,i,i,i,i,i,i,i,i,i
O=C(/C=C/c1ccco1)NC(=S)Nc1ccccc1,i,i,i,i,i,i,i,i,i,i,12.9*
COc1ccc(-c2n[nH]c(=S)n2-c2ccc3c(c2)OCCO3)cc1OC,i,i,i,i,i,i,i,i,i,i,i
CC(=O)Oc1ccccc1C1OC(=O)c2ccccc2N1C(C)=O (configuration not stated),i,i,i,i,i,i,i,i,i,i,i
O=C(Nc1ccc(CN2CCCCC2)cc1)c1c(F)c(F)c(F)c(F)c1F,i,i,i,i,i,i,i,i,i,i,i
COc1ccccc1/C=C(/NC(=O)c1ccccc1)C(=O)NCCCn1ccnc1,i,i,i,i,i,i,i,i,i,i,i
CCCOc1ccc(NC(=O)CC2C(=O)N(Cc3ccccc3)C(=S)N2Cc2cccs2)cc1 (configuration not stated),i,i,i,i,i,i,i,i,i,i,i
C#CCNC(=O)C1=C[C@@H](c2ccc3c(c2)OCO3)C[C@@H](OCc2ccc(CO)cc2)O1,i,i,i,i,i,i,i,i,i,i,i
COc1ccc(S(=O)(=O)N2CCCOC2CNC(=O)C(=O)NCCc2ccco2)cc1 (configuration not stated),i,i,i,i,i,i,i,i,i,i,i
CC1(c2nnc(-c3ccc(Cl)cc3)o2)CC(c2ccc(Cl)cc2)=NO1 (configuration not stated),i,i,i,i,i,i,i,i,i,i,i
COc1ccc(CC(=O)NCc2ccc3c(c2)cc(C)n3C)cc1OC,i,i,i,i,i,i,i,i,i,i,i
CCCNC(=O)c1ccc(COc2ccc(C)cc2)o1,i,i,i,i,i,i,i,i,i,i,i
CCOC(=O)c1ccc(NC(=O)c2nccnc2C(=O)O)cc1,i,i,i,i,i,i,i,i,i,i,i
Nc1nnnn1/N=C/c1ccccc1OCc1ccccc1,i,i,i,i,i,i,i,i,i,i,i
Cc1cc2cc(CN(CC3CCCO3)C(=O)c3cnccn3)c(=O)[nH]c2cc1C (configuration not stated),i,i,i,i,i,i,i,i,i,i,i
COc1ccc(C2(C)NC(=O)NC2=O)cc1OC (configuration not stated),i,i,i,i,i,i,i,i,i,i,i
O=C1CCCCCCC1Sc1ccccc1[N+](=O)[O-] (configuration not stated),i,i,i,i,i,i,i,i,i,i,14.6*
CCN(CC(=O)Nc1c(F)cccc1F)C(=O)CCC(=O)c1ccc(F)cc1,i,i,i,i,i,i,i,i,i,i,i

# More structures.
SMILES,TRPC4 PAM,ANO1 block,TRPC6 inh,TRPC6 act,TRPC4 block,TRPC4 agonist,MrgX1 agonist,TMEM16A act,RGS4 block,MrgX1 antagonist,MrgX1 PAM
O=C(NCCN1CCOCC1)c1ccc2c(c1)N(Cc1ccc(Cl)cc1)CCS2,i,i,i,i,i,i,i,i,i,i,i
CN(C)S(=O)(=O)N1CCC(n2nccc2NC(=O)CCCc2ccccc2)CC1,i,i,i,i,i,i,i,i,i,i,i
Cc1nn(-c2ccccn2)c2c1C(c1ccncc1)C1=C(CC(C)(C)CC1=O)N2 (configuration not stated),i,i,i,i,x,i,i,i,i,i,i
CCNc1ccc(Br)cc(C(=O)/C=C/c2ccccc2Cl)c1=O,i,i,i,i,i,i,i,i,i,-5.96*,i
C=CCn1c(-c2cc(Cl)ccc2OC)n[nH]c1=S,i,i,i,i,i,i,i,i,i,i,i
O=C1CN(C(=O)COC(=O)CNS(=O)(=O)/C=C/c2ccccc2)c2ccccc2N1,i,i,i,i,i,i,i,i,i,i,i
COc1ccc([N+](=O)[O-])cc1NC(=O)c1ccc(-n2nc(C)cc2C)cc1,i,i,i,i,i,i,i,i,i,i,i
